Screening results (PubChem)
Bim-Bcl-B: inhibitors of Bim-Bcl-B binding, primary screen, biochemical, multiplexed, human Bcl-2 family; Bcl-2-like protein 10 (Homo sapiens), Q9HD36; bead-based flow cytometry, Bim peptide-Bcl-B binding; inhibition, % at 10 µM; 190,000 compounds, 0.073% hits; AID 951, 2007;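 also: 0% = tracer peptide without compound and 100% = reference inhibitor peptide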
Target sequence (Q9HD36 whole entry, looked up): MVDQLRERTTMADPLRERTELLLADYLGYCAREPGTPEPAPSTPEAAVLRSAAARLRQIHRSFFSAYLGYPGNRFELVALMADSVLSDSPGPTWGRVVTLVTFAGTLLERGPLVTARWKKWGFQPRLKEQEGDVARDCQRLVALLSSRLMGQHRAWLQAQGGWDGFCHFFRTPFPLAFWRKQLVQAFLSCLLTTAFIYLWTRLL
Mcl1-Bid inh: Mcl-1/Bid binding inhibitors, primary screen, biochemical, TR-FRET, 1536-well. Induced myeloid leukemia cell differentiation protein Mcl-1 (Homo sapiens), Q07820. TR-FRET Mcl-1/Bid-Dy647 peptide binding. inhibition, % at 21.7 µM. 220,000 compounds, 0.97% hits. AID 1021, 2008;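 active = compounds that cut the binding signal by more than half at the single screening dose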;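 also: His-tagged Mcl-1 with europium anti-His antibody binding Bid BH3 peptide; 0% = Mcl-1 plus peptide wells and 100% = peptide-only wells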
Mcl-1 Bim block: inhibitors of Bim peptide binding to Mcl-1, primary screen, biochemical, bead-based flow cytometry, multiplex; Induced myeloid leukemia cell differentiation protein Mcl-1 (Homo sapiens), Q07820; Bim peptide-Mcl-1 binding; inhibition, % at 10 µM; 190,000 compounds, 0.1% hits; AID 1009, 2008;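 also: 0% = no compound tracer wells and 100% = peptide blocker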
RGS8-Gao: RGS8-Galphao binding modulators, primary screen, biochemical, multiplexed bead flow cytometry; actives lie on both sides; response (percent of control binding), % at 10 µM; 220,000 compounds, 0.34% hits; AID 1423, 2008; in the data active = response below about 60% or above about 140%; inactive = in between;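 also: Galphao activated as the GDP aluminium fluoride complex binding bead-coupled RGS8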
Target sequence (P09471 whole entry, looked up): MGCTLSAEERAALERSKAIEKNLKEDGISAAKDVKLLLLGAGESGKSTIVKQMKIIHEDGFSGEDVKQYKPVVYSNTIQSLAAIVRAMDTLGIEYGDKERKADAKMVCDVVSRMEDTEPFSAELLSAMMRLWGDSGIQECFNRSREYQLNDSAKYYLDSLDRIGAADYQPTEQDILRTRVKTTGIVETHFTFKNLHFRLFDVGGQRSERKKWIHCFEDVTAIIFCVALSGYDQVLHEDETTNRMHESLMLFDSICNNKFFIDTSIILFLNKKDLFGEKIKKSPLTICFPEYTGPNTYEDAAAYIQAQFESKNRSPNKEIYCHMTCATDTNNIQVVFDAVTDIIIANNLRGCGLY
Bim-Bcl-XL: inhibitors of Bim-Bcl-XL binding, primary screen, biochemical, multiplexed, bead flow cytometry, human Bcl-XL; Bim peptide-Bcl-XL binding, fluorescence; inhibition, % at 10 µM; 190,000 compounds, 0.04% hits; AID 1007, 2008
Target sequence (Q07817 whole entry, looked up): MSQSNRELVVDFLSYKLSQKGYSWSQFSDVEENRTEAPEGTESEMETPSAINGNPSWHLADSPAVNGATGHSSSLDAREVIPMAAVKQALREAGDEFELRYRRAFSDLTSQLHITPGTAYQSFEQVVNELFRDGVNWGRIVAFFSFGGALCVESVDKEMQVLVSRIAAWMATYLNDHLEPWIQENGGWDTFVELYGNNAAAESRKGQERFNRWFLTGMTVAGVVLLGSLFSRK
RGS4-Gao reg: modulators of RGS4 binding to Galphao, primary screen, biochemical, multiplexed bead flow cytometry; Guanine nucleotide-binding protein G(o) subunit alpha (Homo sapiens), P09471; actives lie on both sides; binding response (% of control), % at 10 µM; 220,000 compounds, 0.33% hits; AID 1415, 2008; in the data active = binding response below about 49% or above about 150%; inactive = in between;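 also: fluorescent Galphao activated with aluminum fluoride binding bead-coupled RGS4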
Bcl-2 Bim block: inhibitors of Bim-Bcl-2 binding, primary screen, biochemical, multiplexed, human Bcl-2 family; Apoptosis regulator Bcl-2 (Homo sapiens), P10415; Bead-based flow cytometry, Bim peptide-Bcl-2 binding; inhibition, % at 10 µM; 190,000 compounds, 0.06% hits; in the data active = inhibition above about 40%; inconclusive = no clear call, values can overlap the other calls;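 also: 0% = no compound wells with probe peptide and 100% = reference peptide inhibitor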
Target sequence (P10415 whole entry, looked up): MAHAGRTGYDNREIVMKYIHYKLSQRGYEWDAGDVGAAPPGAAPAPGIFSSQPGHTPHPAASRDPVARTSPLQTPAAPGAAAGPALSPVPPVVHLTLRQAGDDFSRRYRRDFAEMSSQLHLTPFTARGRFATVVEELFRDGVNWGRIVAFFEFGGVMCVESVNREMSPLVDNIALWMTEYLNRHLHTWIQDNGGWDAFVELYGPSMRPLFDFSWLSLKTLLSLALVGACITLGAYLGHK
Bfl-1 Bim block: inhibitors of Bim binding to Bfl-1, primary screen, biochemical, multiplexed, bead-based flow cytometry; Bim-Bfl-1 binding inhibition; inhibition, % at 10 µM; 190,000 compounds, 0.12% hits;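 also: 0% = wells without compound plus tracer and 100% = blocker peptide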
Bim-Bcl-W: inhibitors of Bim binding to Bcl-W, primary screen, biochemical, multiplexed, bead-based flow cytometry; 190,000 compounds, 0.02% hits; Bim peptide-Bcl-W binding; Bcl-2-like protein 2 (Homo sapiens), Q92843; inhibition, % at 10 µM; AID 952, 2007;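 also: 0% = bound tracer without compound and 100% = peptide blocker; higher means less fluorescent Bim peptide bound to Bcl-W beads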
RGS7-Gao reg: RGS7-Galphao binding modulators, primary screen, biochemical, multiplexed bead flow cytometry; Guanine nucleotide-binding protein G(o) subunit alpha (Homo sapiens), P09471; actives lie on both sides; binding response (% of control), % at 10 µM; 220,000 compounds, 0.35% hits; in the data active = binding response below about 49% or above about 150%; inconclusive = no clear call, values can overlap the other calls; inactive = in between;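 also: fluorescent Galphao held in activated GDP-AlF4 state binding bead-coupled RGS7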
Mcl1-Noxa inh: Mcl-1/Noxa binding inhibitors, primary screen, biochemical, TR-FRET, 1536-well; 220,000 compounds, 1.5% hits; inhibition, % at 21.7 µM; TR-FRET Mcl-1/Noxa peptide binding, 2 h;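 active = compounds that cut the protein-peptide binding signal by more than 50% relative to plate controls in a single-dose test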;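 also: His-tagged Mcl-1 with rhodamine Noxa BH3 peptide and terbium anti-His antibody; 0% = Mcl-1 plus Noxa peptide wells and 100% = peptide-only wells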
The depositor's hits bear a star; ? = inconclusive; . = not tested or not shown. Rule as the data show it, unless noted: active = inhibition above about 40%.

SMILES	Bim-Bcl-B	Mcl1-Bid inh	Mcl-1 Bim block	RGS8-Gao	Bim-Bcl-XL	RGS4-Gao reg	Bcl-2 Bim block	Bfl-1 Bim block	Bim-Bcl-W	RGS7-Gao reg	Mcl1-Noxa inh
COC(=O)CSc1nc(C2CC2)cc(C(F)(F)F)c1C#N	-8.0	-5.5	-3.0	102.7	-4.0	101.9	-7.0	-11.0	0.0	98.6	-3.5
O=C(N1CCCCC1)N1CCN(S(=O)(=O)c2ccc(Cl)cc2)CC1	-3.0	-16.5	-3.0	106.0	-2.0	107.3	-4.0	-9.0	0.0	103.9	-5.7
O=C(Nc1ncn[nH]1)c1c(Cl)ccc(Cl)c1Cl	-4.0	-22.8	-1.0	101.2	-2.0	103.7	-5.0	-9.0	5.0	99.7	-6.7
COCc1ccc([C@@H]2C[C@H]3CN(Cc4cccc(Cl)c4)C(=O)[C@]34CCCN24)o1	-3.0	-13.0	-1.0	100.7	0.0	101.4	-4.0	-3.0	0.0	97.9	-12.9
CCOC(=O)NC(CC(=O)O)c1ccc(OC)c(OC)c1 (centres undefined)	-4.0	-18.0	1.0	102.5	-17.0	105.7	-3.0	-8.0	0.0	102.0	-7.9
O=C(CSc1nc2ccccc2s1)N/N=C/c1ccco1	-5.0	-5.1	-2.0	102.4	-3.0	98.4	0.0	0.0	-3.0	100.1	12.8
O=Cc1cn(-c2ccccc2)nc1-c1ccncc1	-4.0	-14.6	-2.0	97.9	-3.0	97.6	-2.0	-5.0	-3.0	?	4.2
CSc1nnc(CCCCCNC(=O)OC(C)(C)C)o1	.	-5.3	.	98.4	.	92.2	.	.	.	?	-9.6
COC(=O)c1c(C)cc(C)n2c1nc1ccccc12	0.0	5.5	-1.0	101.4	0.0	104.2	-2.0	-2.0	-1.0	101.3	-2.8
CCc1sc(NC(=O)COC)nc1-c1ccccc1	-9.0	-6.6	-4.0	101.8	-6.0	102.8	-15.0	-12.0	0.0	101.8	26.9
O=C(NNC(=O)c1cccs1)c1ccco1	-4.0	-24.0	0.0	103.9	-2.0	104.1	-1.0	-6.0	0.0	104.0	15.6
Cc1[nH]c2ccccc2c1C(=O)CSCC(=O)O	-6.0	-8.7	0.0	102.2	-12.0	100.0	-8.0	-11.0	-1.0	101.2	6.4

A portion from further up, as a working copy:
SMILES	Bim-Bcl-B	Mcl1-Bid inh	Mcl-1 Bim block	RGS8-Gao	Bim-Bcl-XL	RGS4-Gao reg	Bcl-2 Bim block	Bfl-1 Bim block	Bim-Bcl-W	RGS7-Gao reg	Mcl1-Noxa inh
COC(=O)c1c(C)cc(C)n2c1nc1ccccc12	0.0	5.5	-1.0	101.4	0.0	104.2	-2.0	-2.0	-1.0	101.3	-2.8
CCc1sc(NC(=O)COC)nc1-c1ccccc1	-9.0	-6.6	-4.0	101.8	-6.0	102.8	-15.0	-12.0	0.0	101.8	26.9
O=C(NNC(=O)c1cccs1)c1ccco1	-4.0	-24.0	0.0	103.9	-2.0	104.1	-1.0	-6.0	0.0	104.0	15.6
Cc1[nH]c2ccccc2c1C(=O)CSCC(=O)O	-6.0	-8.7	0.0	102.2	-12.0	100.0	-8.0	-11.0	-1.0	101.2	6.4

Carrying on.
SMILES	Bim-Bcl-B	Mcl1-Bid inh	Mcl-1 Bim block	RGS8-Gao	Bim-Bcl-XL	RGS4-Gao reg	Bcl-2 Bim block	Bfl-1 Bim block	Bim-Bcl-W	RGS7-Gao reg	Mcl1-Noxa inh
Cc1ccc(S(=O)(=O)N2CCCC(CCC(=O)NCc3ccccc3F)C2)s1 (centres undefined)	-1.0	-9.6	-5.0	108.4	-5.0	103.3	-1.0	7.0	-5.0	105.3	0.2
CNc1ncc(C(=O)c2ccc(Br)cc2)s1	-4.0	-31.5	0.0	102.1	0.0	105.0	-3.0	-4.0	0.0	?	-5.8
O=C1NC(=Nc2ccccc2)S/C1=C\c1cccnc1	.	0.8	.	110.6	.	122.0	.	.	.	?	34.1
O=C(O)c1cccc(-n2cccc2C=C2C(=O)c3ccccc3C2=O)c1	5.0	-113.2	27.0	99.5	-1.0	95.6	0.0	-2.0	-2.0	97.2	26.2
Nc1n[nH]c(C2CCCCC2)n1	-2.0	-13.7	0.0	102.5	1.0	96.5	1.0	-6.0	4.0	98.1	-19.6
O=C(NCc1n[nH]c(=S)n1-c1ccc([N+](=O)[O-])cc1)c1ccc(S(=O)(=O)N2CCOCC2)cc1	-35.0	-45.1	-1.0	99.3	-4.0	99.0	-2.0	3.0	2.0	102.7	18.6
O=c1oc2ccccc2cc1C1=Nn2c(nnc2-c2cccnc2)SC1	1.0	-17.1	4.0	102.5	0.0	100.5	2.0	4.0	4.0	100.9	9.9
CC(=O)c1cccc(NC(=O)N2CCCC2C(=O)Nc2cc(C)ccc2C)c1 (centres undefined)	-8.0	-3.1	-1.0	95.0	0.0	84.6	-5.0	-10.0	-2.0	96.4	9.9
COc1cccc(-c2n[nH]c(=S)n2Cc2ccco2)c1OC	-16.0	-46.5	-5.0	93.5	-5.0	93.4	-10.0	-6.0	-2.0	95.5	15.0
CN1CCN(C(=O)CSc2ccc(Cl)cc2)CC1	-3.0	-7.0	1.0	98.1	-2.0	99.5	-1.0	-6.0	-1.0	101.4	-7.9
CCN(CC)S(=O)(=O)c1ccc(Oc2ccccc2)c(N)c1	-3.0	-37.1	-1.0	102.7	-5.0	103.8	-3.0	-5.0	-4.0	?	0.7
CCCNC(=O)CNC(=S)N(Cc1ccccc1F)C1CCCCC1	-10.0	-39.6	-1.0	102.7	-1.0	98.6	0.0	-5.0	-1.0	103.7	5.3
O=C(c1ccco1)N1CCN(C(c2ccccc2)c2nnnn2Cc2cccs2)CC1 (centres undefined)	-10.0	-21.6	0.0	101.4	-7.0	100.1	-10.0	-14.0	-2.0	102.8	4.7
O=C(CSc1nc2ccccc2c(=O)n1-c1ccccc1)N1CCCc2ccccc21	-11.0	-7.6	-11.0	110.5	-21.0	102.7	7.0	-2.0	-11.0	106.7	-1.7
COc1cc2c(cc1OC)CN(C(=S)Nc1ccc(OC(F)F)cc1)CC2	-7.0	-50.3	-1.0	101.4	-3.0	98.8	-2.0	-2.0	-1.0	96.5	-15.1
O=C(NCC(c1cccnc1)N1CCN(c2ccccc2)CC1)OCc1ccccc1 (centres undefined)	-16.0	-14.9	-13.0	106.1	-12.0	104.8	-10.0	-11.0	-12.0	108.2	5.9
COc1nc(-c2ccc(Cl)cc2)ccc1-c1noc(-c2cccs2)n1	-24.0	-74.5	-2.0	101.7	4.0	107.8	-2.0	6.0	-6.0	102.8	-23.3
COc1ccc(-c2cc(C(=O)NCc3cccnc3)no2)cc1	0.0	-14.3	-3.0	103.3	-2.0	103.5	-3.0	0.0	-1.0	99.6	-14.9
O=C(NC1CCCCC1)c1cccc(COCC(F)(F)F)c1	-7.0	-1.3	-5.0	76.3	-1.0	90.0	-1.0	1.0	-2.0	89.2	17.7
COC(=O)c1ccc(C(=O)OC)c(NC(=S)N2CCCCC2)c1	1.0	-33.2	3.0	99.2	12.0	96.0	-16.0	-11.0	20.0	96.8	3.9
Cc1ccc2oc(Nc3nc(C)cc(C)n3)nc2c1	0.0	1.4	-6.0	96.5	-3.0	99.2	3.0	8.0	-10.0	99.8	7.9
CS(=O)(=O)NNC(=O)CN1C(=O)C2C3C=CC(C3)C2C1=O (centres undefined)	-3.0	-55.1	-2.0	99.1	-5.0	92.8	-2.0	0.0	-4.0	102.2	0.3
Cc1ccc(S(=O)(=O)Nc2ccccc2C(=O)OC(C)C(=O)Nc2ccc3ccccc3c2)cc1[N+](=O)[O-] (centres undefined)	-5.0	-15.5	-3.0	104.4	-9.0	108.1	-5.0	-1.0	-5.0	110.7	-0.5
Cc1cccc(N(C)c2cc(C)nc3ncnn23)c1	-4.0	1.3	-4.0	101.4	-9.0	100.2	-1.0	-1.0	-2.0	101.0	-6.3
O=C(CSc1n[nH]c(=O)n1C1CC1)Nc1cc(Cl)ccc1Oc1ccccc1	-8.0	-6.5	-1.0	102.3	-1.0	101.9	-8.0	-14.0	1.0	101.0	13.4
Cc1occc1C(=O)N/N=C/c1ccc2c(c1)OCO2	.	-30.0	.	100.1	.	102.9	.	.	.	?	-7.4
Cc1cccc(/C(N)=N/OC(=O)Cc2cccc3ccccc23)c1	0.0	-8.2	-3.0	103.7	-1.0	100.1	0.0	-1.0	-4.0	101.2	-0.2
Cc1cc(C)c(S(=O)(=O)N2CCN(C(=O)c3cccs3)CC2)c(C)c1	0.0	-22.1	0.0	103.0	4.0	100.8	0.0	-6.0	2.0	102.8	9.7
CN(C)c1nc(OCCNC(=O)Nc2ccc(Cl)cc2)nc(N(C)C)n1	-1.0	-10.1	-2.0	113.5	-5.0	109.2	0.0	2.0	-2.0	113.2	-15.9
COc1ccccc1N1CCN(C(=O)c2cc(-c3cccc(Cl)c3)on2)CC1	-7.0	-10.0	-1.0	99.3	0.0	101.8	-6.0	-18.0	0.0	99.5	14.2
CCCCOc1ccc(/C(O)=C2/C(=O)C(=O)N(CCN(C)C)C2c2ccc(O)c(OC)c2)cc1 (centres undefined)	-8.0	-26.8	-2.0	97.4	-7.0	95.4	-3.0	-13.0	-3.0	97.3	-22.0
CC(C)c1ccc(NC(=O)COC(=O)[C@H](CCC(N)=O)NC(=O)c2ccc(F)cc2)cc1	-4.0	6.4	-4.0	100.2	-5.0	100.2	-8.0	-6.0	-3.0	100.3	12.0
Cc1cc(C)cc(N=C2SC(CC(=O)Nc3ccccc3)C(=O)N2CCN2CCOCC2)c1 (centres undefined)	-2.0	-29.3	0.0	102.2	-4.0	102.2	-6.0	-7.0	-1.0	?	5.5
O=C(NCc1ccco1)/C(=C\c1cccs1)NC(=O)c1ccco1	-7.0	-19.6	-3.0	101.1	-5.0	101.8	-4.0	-7.0	-2.0	?	4.0
O=C1NC2(NN1c1ccccc1)C1CC3CC(C1)CC2C3 (centres undefined)	1.0	-58.4	0.0	87.3	2.0	96.9	1.0	0.0	0.0	96.8	3.5
CN(C)S(=O)(=O)c1ccc(C(=O)Nc2nnc(-c3ccco3)o2)cc1	-1.0	-15.6	0.0	99.8	-3.0	98.3	-4.0	-3.0	-1.0	100.9	15.5
COc1cc(OC)cc(C(=O)N=c2sc3ccccc3n2C)c1	-3.0	-1.0	-3.0	102.6	-6.0	99.7	2.0	-4.0	-2.0	89.8	-3.0
O=C(NC1CCCc2ccccc21)C1CCCN(S(=O)(=O)c2cnc[nH]2)C1 (centres undefined)	-5.0	-2.4	2.0	98.1	-3.0	98.5	-3.0	-11.0	2.0	106.1	0.1
O=C(NC1=NCCS1)c1ccc(Cl)c(S(=O)(=O)N2CCc3ccccc32)c1	.	-12.6	.	103.5	.	104.1	.	.	.	?	-0.3
